Source: PubChem BioAssay
LDHA inh: LDHA (human) enzyme inhibition. hit rate 0.15% among 480,000. activity change, % (values are at about 110 or 230 µM). AID 1347041. purified LDHA, NADH/diaphorase-resazurin fluorescence; stronger effect = lower value; in the data active = activity change below about -30%; inconclusive = mostly about -25% to -30%;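 note: plate controls were DMSO wells for no effect and wells without enzyme for full effect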
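Enzyme activity of human lactate dehydrogenase 5 (2 nM; 0.06 mM NADH, 0.2 mM pyruvate, 5 min, RT) is measured via a resazurin/diaphorase fluorescence readout of residual NADH.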
GRP78 ERSR act: inducers of ER stress response in human glioma cells; Potency, µM, for inactives: top-dose activation, usual class: activators; U87-MG GRP78 promoter luciferase reporter, 16 h; AID 602332; hit rate 0.02% among 420,000; note: potency is the fitted concentration of half-maximal effect; series mostly up to about 76 µM; % of control where 0% means no effect; nearly all actives have a fitted effect of over 35% in size
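ERSR induction read as luciferase luminescence (Bright-Glo, 10 min at room temperature) in stably transfected human U87-MG glioma cells exposed to compounds for 16 h, using GRP78 as sensor.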
POLH inh: inhibitors of human DNA polymerase eta; recombinant Pol eta, fluorescent DNA replication assay; Potency, µM (highest dose often 114 µM), inactives show at the top dose activity change, negative = inhibition, most hits filed as inhibitors; hit rate 1.2% among 390,000; note: potency is the fitted concentration of half-maximal effect; % is set by controls: 0 for no effect and ±100 for the full control effect
Target sequence (Q9Y253 whole entry, looked up): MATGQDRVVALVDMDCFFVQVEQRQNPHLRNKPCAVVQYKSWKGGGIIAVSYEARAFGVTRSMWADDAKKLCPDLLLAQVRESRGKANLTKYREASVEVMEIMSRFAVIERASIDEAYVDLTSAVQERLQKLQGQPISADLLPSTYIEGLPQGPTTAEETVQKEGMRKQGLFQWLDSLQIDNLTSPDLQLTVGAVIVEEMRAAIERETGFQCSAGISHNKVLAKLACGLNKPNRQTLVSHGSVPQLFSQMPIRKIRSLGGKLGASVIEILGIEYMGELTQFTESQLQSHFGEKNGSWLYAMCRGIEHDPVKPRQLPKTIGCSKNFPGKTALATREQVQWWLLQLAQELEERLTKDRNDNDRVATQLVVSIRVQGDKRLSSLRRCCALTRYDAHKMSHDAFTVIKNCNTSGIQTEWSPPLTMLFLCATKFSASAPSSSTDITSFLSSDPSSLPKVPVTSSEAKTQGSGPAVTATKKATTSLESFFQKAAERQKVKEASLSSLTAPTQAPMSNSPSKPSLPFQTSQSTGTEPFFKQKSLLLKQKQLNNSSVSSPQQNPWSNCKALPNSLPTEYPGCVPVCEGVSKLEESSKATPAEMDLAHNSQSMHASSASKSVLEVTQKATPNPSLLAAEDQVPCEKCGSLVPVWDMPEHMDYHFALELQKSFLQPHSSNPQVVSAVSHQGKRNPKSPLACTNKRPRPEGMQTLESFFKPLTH
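Pol eta at 10 nM preincubated with compounds 15 min at room temperature; reaction started with fluorescent substrate (50 nM final) and read kinetically at 0 and 10 min.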
Anesthetic bind: candidate novel general anesthetic via apoferritin binding | P02791 | apoferritin/1-aminoanthracene competitive binding, fluorescence | Potency, µM (highest dose often 77.5 µM), without a hit: top-dose activity change, negative = displacement, most hits filed as inhibitors | hit rate 0.074% among 350,000; note: potency is the fitted concentration of half-maximal effect; % is set by controls: 0 for no effect and ±100 for the full control effect; nearly all actives have a fitted effect of over 20% in size
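10 uM apoferritin + 50% sat. 1-AMA, PBS; cpd 10 min RT; Ex380/Em535 endpoint; normalized to free probe vs complex; 4-param Hill fit; propofol titration as pos. ctrl.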
BLM inh: blocks DNA unwinding by human BLM helicase | hit rate 0.2% among 350,000 | recombinant BLM DNA unwinding, fluorescence dequenching | Potency, µM (titrated, usually from 56.1 µM), for inactives: at the top dose activity change, negative = inhibition, hits mostly inhibitors | P54132;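 note: potency is the fitted concentration of half-maximal effect; plate controls were vehicle for no effect and no enzyme for full effect; nearly all actives have a fitted effect of over 35% in size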
POLI inh: DNA polymerase iota (human) inhibition; Q9UNA4; Pol iota fluorescent replication assay, 10 min; Potency, µM (highest dose often 115 µM), for inactives: at the top dose activity, negative = inhibition, most hits filed as inhibitors; hit rate 1% among 390,000; AID 588590; note: potency is the fitted concentration of half-maximal effect
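Fluorescent replication assay read twice, at 0 min and 10 min after adding 50 nM (final) substrate. Enzyme (10 nM) and compounds were first incubated 15 min at room temperature; enzyme-free buffer wells were negative controls.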
APEX1 inh: APE1 (human) endonuclease inhibition; P27695; recombinant APE1, TAMRA/BHQ-2 abasic DNA cleavage fluorescence; Potency, µM (titrated, usually from 65.8 µM), for the others: at the highest dose activity change, negative = inhibition, most hits filed as inhibitors; hit rate 0.35% among 350,000; AID 2517;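 note: potency is the fitted concentration of half-maximal effect; plate controls were vehicle for no effect and reference inhibitor for full effect; nearly all actives have a fitted effect of over 55% in size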
Target sequence (P27695 whole entry, looked up): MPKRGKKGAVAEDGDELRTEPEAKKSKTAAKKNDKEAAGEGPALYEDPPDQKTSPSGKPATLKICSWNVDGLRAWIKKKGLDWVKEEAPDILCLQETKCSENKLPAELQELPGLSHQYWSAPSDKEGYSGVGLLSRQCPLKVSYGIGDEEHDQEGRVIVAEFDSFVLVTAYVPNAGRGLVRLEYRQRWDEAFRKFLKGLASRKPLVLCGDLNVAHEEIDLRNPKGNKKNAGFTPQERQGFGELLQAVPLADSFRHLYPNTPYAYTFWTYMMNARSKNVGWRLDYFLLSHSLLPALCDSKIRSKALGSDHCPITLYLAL
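Compound pre-exposure to 0.75 nM APE1, 15 min at ambient temperature. Reaction initiated with 50 nM TAMRA/BHQ-2 THF substrate, read immediately in kinetic mode, 525 nm excitation, 598 nm emission.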
Pol beta inh: inhibitors of human DNA polymerase beta. P06746. Pol beta primer extension/strand displacement, fluorescence kinetic. Potency, µM (series often up to 114 µM), without a hit: top-dose activity change, negative = inhibition, actives largely listed as inhibitors. hit rate 1.3% among 340,000. AID 485314; note: potency is the fitted concentration of half-maximal effect; % is set by controls: 0 for no effect and ±100 for the full control effect
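Human Pol beta at 10 nM; strand-displacement substrate 50 nM final. Compound exposure 15 min at room temperature before start, reaction 10 min at room temperature.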
Pol kappa inh: blocks human DNA polymerase kappa activity | Q9UBT6 | purified Pol kappa, fluorescent DNA synthesis assay, 10 min | Potency, µM (top dose mostly 107 µM), for inactives: at the highest dose activity, negative = inhibition, usual class: inhibitors | hit rate 0.53% among 400,000; note: potency is the fitted concentration of half-maximal effect; % is set by controls: 0 for no effect and ±100 for the full control effect
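Kinetic fluorescence readout at 0 and 10 min followed reaction start with substrate at 50 nM final. Beforehand, enzyme (10 nM Pol kappa) stood 15 min with compound at room temperature; buffer-only wells were negative controls.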
The depositor's hits bear a star; u = inconclusive; x = not tested or not shown; & = joins results of further samples; [ ] = dose if it differs, or a comment. Unless noted, calls come from the whole dose curve; as a rule, active = well fitted curve in the direction sought with a large enough effect; inconclusive = small, poorly fitted or top-dose-only effect, or another doubt; inactive = no such curve, though single readings can be large; an effect the other way counts as inactive or inconclusive.

(1) Cc1ccc(CNC(=O)c2cc(-c3ccc(Cl)cc3)on2)cc1
(2) O=C(c1cc(-c2ccc(Cl)cc2Cl)on1)N1CCN(C(=O)c2ccco2)CC1
(3) Clc1ccc2nc(-c3ccccc3)nc(C(Cl)Cl)c2c1
(4) CCOC(=O)c1sc(NC(=O)CN2C(=O)NC3(CC(C)CC(C)(C)C3)C2=O)cc1C (stereo unspecified)
(5) COc1ccc(-c2nc3cnc(OC)nc3n(Cc3cccc(OC)c3)c2=O)cc1
(6) COC(=O)CNC(=O)c1cccc(-c2ccc(OC)cc2)c1
(7) COc1ccc(C)cc1NC(=O)CCN1CCCC1
(8) CN(C)/C=N/N(C)c1ncccc1[N+](=O)[O-]
Assay by compound	1	2	3	4	5	6	7	8
LDHA inh	-1	-5	0	4	x	-2	-4	-3
GRP78 ERSR act	-2%	3%	-5%	-3%	-4%	0%	-5%	-4%
POLH inh	-13%	-4%	-14%	-16%	x	-5%	3%	-12%
Anesthetic bind	1%	u	1%	x	x	u	-10%	-11%
BLM inh	2%	0%	-2%	x	-9%	3%	-1%	-3%
POLI inh	22%	3%	10%	14%	x	24%	8%	172%[activator]
APEX1 inh	x	9%	23%	17%	-5%	4%	-1%	1%
Pol beta inh	15%	-3%	3%	x	x	12%	2%	9%
Pol kappa inh	2%	-5%	5%	-2%	-2%[60.1 µM]	4%	-19%	-9%

(9) CC1CCN(S(=O)(=O)c2ccc3nc(N4CCN(c5ccccc5)CC4)ccc3c2)CC1
(10) COc1ccccc1N1CCN(C(=O)CSc2nnc(NC(=O)C3CC3)s2)CC1
(11) O=C(O)C1CCN(C(=O)c2ccccc2Cl)CC1
(12) O=C(/C=C/c1ccc(Cl)cc1Cl)N(Cc1ccccc1)C1CCS(=O)(=O)C1 (stereo unspecified)
(13) CCn1c(SCC(=O)NC2CCCC2)nnc1-c1ccccn1
(14) COC(=O)CNC(c1ccccc1)c1cc(Br)ccc1NC(C)=O (stereo unspecified)
(15) COc1cccc(OC)c1C(=O)Nc1ccc(CN2CCOCC2)cc1
(16) CCC(C)[C@H](NC(=O)NC1CCCc2ccccc21)C(=O)O (stereo partly specified)
Assay by compound	9	10	11	12	13	14	15	16
LDHA inh	-4&-9	6	-2	-6	-1	-2	-3	-5
GRP78 ERSR act	-4%&-4%	-8%	u	-2%	-2%	-4%	-2%	-5%
POLH inh	-4%&-14%	9%	-15%	-15%	5%	-15%	-3%	2%
Anesthetic bind	-3%&-9%	-17%	-6%	-12%	-5%	-20%	-1%	-9%
BLM inh	2%&-2%	1%	1%	-3%	-1%	1%	-2%	-1%
POLI inh	-15%&39%	7%	17%	4%	36%[activator]	55%[activator]	-3%	11%
APEX1 inh	0%	u	u	-4%	5%	1%	21%	-1%
Pol beta inh	12%&16%	14%	22%	-2%	u	26%	9%	24%
Pol kappa inh	-3%&3%	-7%	-9%	-10%	2%	3%	6%	-3%

3 structures from above, ordered by number of heavy atoms, ascending.
(13) CCn1c(SCC(=O)NC2CCCC2)nnc1-c1ccccn1
(12) O=C(/C=C/c1ccc(Cl)cc1Cl)N(Cc1ccccc1)C1CCS(=O)(=O)C1 (stereo unspecified)
(10) COc1ccccc1N1CCN(C(=O)CSc2nnc(NC(=O)C3CC3)s2)CC1
Assay by compound	13	12	10
LDHA inh	-1	-6	6
GRP78 ERSR act	-2%	-2%	-8%
POLH inh	5%	-15%	9%
Anesthetic bind	-5%	-12%	-17%
BLM inh	-1%	-3%	1%
POLI inh	36%[activator]	4%	7%
APEX1 inh	5%	-4%	u
Pol beta inh	u	-2%	14%
Pol kappa inh	2%	-10%	-7%

The listing continues:
(17) CCCCc1nn(-c2ccccc2C(F)(F)F)c(=O)n1Cc1ccc(-c2ccccc2S(=O)(=O)NC(=O)c2sccc2C)cc1
(18) O=C(NCCCO)C(=O)Nc1cc2c3c(c1)CCC(=O)N3CCC2
(19) CCCCC1=C(C(=O)OCC)C(C(=O)OCC)Oc2ccccc21 (stereo unspecified)
(20) CCCc1nc2c([nH]1)c(=O)n(C)c(=O)n2C
(21) O=C1NC(=O)/C(=C\c2ccc(N3CCOCC3)o2)N1
(22) Cn1cccc1/C=C(\C#N)C(N)=S
(23) CCOC(=O)C1=C(CSc2nc3c(cc2C#N)CN(C)CC3)OC(N)=C(C#N)C1c1ccncc1 (stereo unspecified)
(24) COc1cc(C(=O)OCC(=O)c2cc(C)n(C)c2C)cc(OC)c1OC
Assay by compound	17	18	19	20	21	22	23	24
LDHA inh	x	-4	5	-3	12	-1	17	4
GRP78 ERSR act	-3%	-2%	-2%&-2%	-3%	-2%	0%	-2%	-8%
POLH inh	x	-17%	-24%	-4%	6%	-6%	u	12%
Anesthetic bind	-16%	-3%	-19%[110 µM]	-10%	-5%	5%	4%	-14%
BLM inh	-13%	1%	-7%[75.6 µM]	-2%	-12%	-3%	u	-2%
POLI inh	x	12%	16%	u	u	-23%[58.9 µM]	32µM*	1%
APEX1 inh	-6%	9%	14%&-8%	0%	16%	-4%	-10%	4%
Pol beta inh	x	-7%	x	u	30%	15%	u	-3%
Pol kappa inh	u	-8%	u	-1%	-21%	-10%	u	-9%

(25) Cc1cc(C)c(C)c(S(=O)(=O)N2CCN(c3ncnc4sc(C)c(C)c34)CC2)c1C
(26) COc1ccc(C(=O)Nc2ccc(S(=O)(=O)NC(C)(C)C)cc2)cc1[N+](=O)[O-]
(27) Cc1cc(C)n(-c2n[nH]c(=O)c3ccccc23)n1
(28) CCOc1cccc(/C=C(\C#N)C(=O)NC2CC2)c1
(29) O=C1C=C(c2cccc(CO)c2)C[C@@H](c2ccc(F)cc2)C1
(30) CCCCNC(=O)CN1C(=O)NC(CCc2ccccc2)C1=O (stereo unspecified)
(31) COc1cccc(N=Nc2c(=O)[nH]n3c(=O)cc(C)[nH]c23)c1
(32) c1ccc(CSc2nnc([C@@H]3CCCN3)o2)cc1
Assay by compound	25	26	27	28	29	30	31	32
LDHA inh	-8	-15	-3	-1	-6	-4	1	0
GRP78 ERSR act	-6%	-4%	0%	1%	-5%	4%	5%	3%
POLH inh	-10%	0%	-10%	-9%	-10%	-21%	-11%	-13%
Anesthetic bind	-4%	u	5%	x	x	-13%	-22%	-18%
BLM inh	-5%	-6%	-3%	x	x	-1%	-4%	-1%
POLI inh	18%	12%	9%	51%	-5%	31%[activator]	15%	-7%
APEX1 inh	-4%	1%	1%	x	5%	-1%	-4%	-4%
Pol beta inh	-2%	16%	-1%	x	x	-1%	14%	20%
Pol kappa inh	-8%	-4%	7%	-11%	-3%	5%	0%	-3%

(33) Cc1ccc(NN=C2c3ccccc3-c3ccccc32)cc1
(34) O=C(O)/C=C/c1ccc(Oc2ncccn2)cc1
(35) CCOCCCNC(=O)CN1C(=O)c2c(c3ccccc3n2C)C1c1ccc(OC)cc1 (stereo unspecified)
(36) COc1ccc(C(=O)NNC(=O)C(NC(=O)c2ccccc2NC(=O)c2ccco2)C(C)C)cc1 (stereo unspecified)
(37) CCN1C(=O)C(O)(CC(=O)C(C)(C)C)c2cc(Br)ccc21 (stereo unspecified)
(38) CCOc1ccc2nc(NC3=NCN(Cc4ccco4)CN3)nc(C)c2c1
(39) COc1ccc(-n2c(SCC(=O)O)nc3sc4c(c3c2=O)CCCC4)cc1
(40) N#Cc1cc2c([nH]c1=O)CCCC2
Assay by compound	33	34	35	36	37	38	39	40
LDHA inh	8	-5	-1	-7	-5	x	-5	-3
GRP78 ERSR act	7%	4%	-1%	-2%	2%	x	-1%	-2%
POLH inh	-24%	-6%	7%	-3%	-20%	x	0%	-19%
Anesthetic bind	-2%	2%	-9%	-6%	-7%	-8%	-1%	4%
BLM inh	0%	-11%	-3%	-9%	0%	43%[activator]	-7%	-3%
POLI inh	-11%	-8%	9%	31%[activator]	17%	x	12%	5%
APEX1 inh	-8%	9%	x	u	-7%	4%	4%	17%
Pol beta inh	-22%	5%	25%	-14%	10%	13%	-20%	14%
Pol kappa inh	-8%	-22%	6%	-20%	-1%	x	-1%	-3%

The last three entries of the part above open the next one:
(38) CCOc1ccc2nc(NC3=NCN(Cc4ccco4)CN3)nc(C)c2c1
(39) COc1ccc(-n2c(SCC(=O)O)nc3sc4c(c3c2=O)CCCC4)cc1
(40) N#Cc1cc2c([nH]c1=O)CCCC2
(41) Cc1ccc2nc(-c3ccc(SCC(=O)O)nc3)[nH]c2c1
(42) COC(=O)C1=C(Nc2ccc(C)cc2)C=C(C)C(C(=O)OC)C1c1ccc(OC)cc1 (stereo unspecified)
(43) CC(C)CCNC(=O)C1C2C=CC3(CN(Cc4ccccc4Cl)C(=O)C13)O2 (stereo unspecified)
(44) O=C1Nc2ccc3sc4ccccc4c3c2C1=O
(45) COC(=O)c1ccc(C(=O)NCCCCO)cc1
(46) COc1ccc(Cl)cc1NC(=O)Cn1cc(C(=O)c2ccncc2)c(=O)c2cc(C)ccc21
Assay by compound	38	39	40	41	42	43	44	45	46
LDHA inh	x	-5	-3	1	3	-4	5	-2	1
GRP78 ERSR act	x	-1%	-2%	-8%	-4%	-4%	3%	-7%	2%
POLH inh	x	0%	-19%	u	-4%	-12%	u	-9%	5%
Anesthetic bind	-8%	-1%	4%	-7%	7%	3%	-14%	-5%	-10%
BLM inh	43%[activator]	-7%	-3%	-4%	-7%	2%	u	-1%	-2%
POLI inh	x	12%	5%	16%	1%	6%	22µM*	0%	0%
APEX1 inh	4%	4%	17%	-11%	2%	-10%	u	0%	x
Pol beta inh	13%	-20%	14%	0%	4%	-2%	5.6µM*	u	-27%
Pol kappa inh	x	-1%	-3%	-7%	-9%	9%	-30%	-2%	-11%[60.1 µM]

An excerpt, so the mix of outcomes need not match the whole.
